Bioassay records as filed in PubChem BioAssay.
ERK EGF block: inhibitors of EGF-stimulated ERK signaling pathway; HEK293-V1b, EGF-stimulated phospho-ERK AlphaScreen; Potency, µM (doses to about 11.5 µM), inactives show at the top dose activity change, negative = inhibition, hits mostly inhibitors; actives 0.41% (n = 130,000); active means well fitted inhibition curve with a large enough effect; inconclusive means small, poorly fitted or top-dose-only effect, or effect the other way;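 further: plate controls were stimulated vehicle wells for no effect and unstimulated vehicle basal for full effect; nearly all actives have a fitted effect of over 55% in size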
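Compounds are titrated over HEK293-V1b cells kept overnight in 1% FBS. After 30 min at 37C, EGF (25 nM final) triggers ERK phosphorylation for 5 min, measured by AlphaScreen in lysates.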
Active calls of the source: *; [ ] = remark or other dose. Potency means the concentration at half of the fitted maximal effect. These rows are one share of the data. The share of hits here may be higher or lower than overall.

Sample of the layout:
What do the screens show for `Cc1cc(/C=N\NC(=O)COc2cccc3cccnc23)c(C)n1-c1ccc(Br)cc1`?
ERK EGF block: inconclusive

How did Cn1nc(C(C)(C)C)cc1C(=O)NNC(=O)c1ccc(C(F)(F)F)cc1 do in these assays?
ERK EGF block: -1%[57.5 µM]

How did Cc1c2c(nc3ccccc13)CCC(C(C)(C)C)C2 (configuration not stated) do in these assays?
ERK EGF block: inconclusive

What do the screens show for `O=c1cc(-c2cccc(Br)c2)nc(-c2ccccc2F)o1`?
ERK EGF block: -14%

How did Cc1c(C(=O)N2CCCCC2C)sc2ncnc(N3CCc4ccccc4C3)c12 (configuration not stated) do in these assays?
ERK EGF block: inconclusive

What do the screens show for `CC(C)Cn1c(N)c(C(=O)COC(=O)c2cccnc2Cl)c(=O)n(C)c1=O`?
ERK EGF block: -3%

What do the screens show for `CC(=O)c1ccc(OCCCC(=O)Nc2ccc(C)c(S(=O)(=O)N(C)C)c2)cc1`?
ERK EGF block: 1%

This part in full (from the top)
What do the screens show for `Cc1cc(/C=N\NC(=O)COc2cccc3cccnc23)c(C)n1-c1ccc(Br)cc1`?
ERK EGF block: inconclusive

How did Cn1nc(C(C)(C)C)cc1C(=O)NNC(=O)c1ccc(C(F)(F)F)cc1 do in these assays?
ERK EGF block: -1%[57.5 µM]

How did Cc1c2c(nc3ccccc13)CCC(C(C)(C)C)C2 (configuration not stated) do in these assays?
ERK EGF block: inconclusive

What do the screens show for `O=c1cc(-c2cccc(Br)c2)nc(-c2ccccc2F)o1`?
ERK EGF block: -14%

How did Cc1c(C(=O)N2CCCCC2C)sc2ncnc(N3CCc4ccccc4C3)c12 (configuration not stated) do in these assays?
ERK EGF block: inconclusive

What do the screens show for `CC(C)Cn1c(N)c(C(=O)COC(=O)c2cccnc2Cl)c(=O)n(C)c1=O`?
ERK EGF block: -3%

What do the screens show for `CC(=O)c1ccc(OCCCC(=O)Nc2ccc(C)c(S(=O)(=O)N(C)C)c2)cc1`?
ERK EGF block: 1%

What do the screens show for `CSc1cccc(NC(=S)N(CCC(C)C)C(C)c2ccncc2)c1` (configuration not stated)?
ERK EGF block: -20%[57.5 µM]

What do the screens show for `CCCOc1ccc(C(NC(=O)CC(C)C)NC(=O)CC(C)C)cc1OC`?
ERK EGF block: 7%

Results for CCCSC1=C(C#N)C(c2cccs2)CC(=O)N1 (configuration not stated) ?
ERK EGF block: -6%[57.5 µM]

How did Cc1ccc(-c2csc(N=C(N)N)n2)c(C)c1 do in these assays?
ERK EGF block: -1%[57.5 µM]

What do the screens show for `CN(C)S(=O)(=O)c1cccc(NC(=O)COC(=O)CCOc2ccccc2)c1`?
ERK EGF block: 0%

What do the screens show for `CCCNC(=O)CSc1nc2ccccc2c(=O)n1CCC`?
ERK EGF block: 4%

How did Clc1ccc(-c2nc(C3CCCCC3)no2)cc1 do in these assays?
ERK EGF block: 2%

What do the screens show for `CC(=O)/C=C1/SC(CC(=O)O)C(=O)N1c1ccccc1` (configuration not stated)?
ERK EGF block: 9%

What do the screens show for `Clc1ccc(-c2ccnc(-n3cccc3)n2)s1`?
ERK EGF block: 0%

Results for CCCCc1ccc(NC(=O)c2ccc(NS(C)(=O)=O)cc2)cc1 ?
ERK EGF block: -3%

What do the screens show for `Cc1nn(C)c(C)c1N1C(=O)c2cccc3c(Br)ccc(c23)C1=O`?
ERK EGF block: 5%

Results for O=c1c2ccccc2c(C=Nc2ccc(O)cc2)c(O)n1Cc1ccccc1 ?
ERK EGF block: -18%[57.5 µM]

Results for O=C(c1ccc(Cl)cc1)C1CCCN(Cc2cccn2-c2cccnc2)C1 (configuration not stated) ?
ERK EGF block: -5%

What do the screens show for `O=c1oc(Nc2cccc(Cl)c2)nc2ccccc12`?
ERK EGF block: -24%

How did CCOc1ccc(N=C2NC(=O)C(CC(=O)Nc3ccccc3)S2)cc1 (configuration not stated) do in these assays?
ERK EGF block: -15%

How did COc1ccc(-n2cc(CN(C)C(C)c3ccncn3)c(-c3cccc(F)c3)n2)cc1 (configuration not stated) do in these assays?
ERK EGF block: -13%

How did CCOC(=O)N1CCN(C(=O)/C(=C/c2cccc3ccccc23)NC(=O)c2ccc(OC)c(OC)c2)CC1 do in these assays?
ERK EGF block: 2%

Results for Cc1[nH]c2ccccc2c1C(O)CN1CCC2(CC1)OCCO2 (configuration not stated) ?
ERK EGF block: -3%[57.5 µM]

Results for O=C1C(=Cc2cccs2)C(=O)c2ccccc21 ?
ERK EGF block: 3%

How did Cc1ccc(NC(=O)c2ccncc2)cc1[N+](=O)[O-] do in these assays?
ERK EGF block: 6%

How did CCCCN(C(=O)Cc1cccc(F)c1)c1c(N)n(CCC)c(=O)[nH]c1=O do in these assays?
ERK EGF block: 2%

How did O=C(N/N=C/C=C/c1ccccc1[N+](=O)[O-])c1cccs1 do in these assays?
ERK EGF block: -4%

How did O=C1C2C(C(=O)N1c1nccs1)C1C=CC2C12CC2 (configuration not stated) do in these assays?
ERK EGF block: -13%

What do the screens show for `CC1C=CCC2C(=O)N(c3ccccc3OC(=O)c3cccs3)C(=O)C12` (configuration not stated)?
ERK EGF block: -10%

What do the screens show for `CN1CCN(C(=O)c2ccc3c(=O)n(-c4ccc(F)cc4)c(=S)[nH]c3c2)CC1`?
ERK EGF block: 1%

How did O=C(CN1CC[n+]2c(-c3ccccc3)csc21)c1ccc(Br)cc1 do in these assays?
ERK EGF block: -2%[57.5 µM]

What do the screens show for `Cc1ccc(S(=O)(=O)N2CCC(C(=O)Nc3nnc(-c4ccc(F)cc4)s3)CC2)cc1`?
ERK EGF block: -1%

How did COC(=O)C1=C(C)NC(=O)/C1=C\c1cc(C)n(-c2ccc(F)cc2)c1C do in these assays?
ERK EGF block: -9%

What do the screens show for `COc1cc(OC)cc(C(=O)N[C@H](C(=O)Nc2ccc3c(c2)OCO3)C(C)C)c1`?
ERK EGF block: -4%

How did CN(Cc1ccccc1)C(=O)c1ccco1 do in these assays?
ERK EGF block: 2%

What do the screens show for `O=C(c1ccccc1)N1CCN(C(=O)c2ccccc2)CC1`?
ERK EGF block: 2%[57.5 µM]

What do the screens show for `COc1ccc(Br)cc1CNC(C)c1ccccc1` (configuration not stated)?
ERK EGF block: 5%

How did CCc1ccc2c(COC(=O)CNS(=O)(=O)c3ccc(NC(C)=O)cc3)cc(=O)oc2c1 do in these assays?
ERK EGF block: 1%

How did COc1ccc(N/N=C(\C#N)C(=O)NCCc2ccc(OC)c(OC)c2)cc1 do in these assays?
ERK EGF block: -5%[57.5 µM]

What do the screens show for `O=C(NC(=S)Nc1ccc2c(c1)OCO2)c1ccc(Cl)cc1`?
ERK EGF block: -4%

Results for COCCN=C1NN=C(c2ccc(NC(C)=O)cc2)CS1 ?
ERK EGF block: 0%

Results for Cc1c(Cl)c(C(F)(F)F)nn1CC(=O)N1CCSCC1 ?
ERK EGF block: -3%

How did COc1ccc(C)cc1S(=O)(=O)N(CC(=O)Nc1cccc([N+](=O)[O-])c1)c1ccc(C)cc1 do in these assays?
ERK EGF block: -9%

What do the screens show for `NS(=O)(=O)c1ccc(N/N=C/c2ccc[nH]2)c([N+](=O)[O-])c1`?
ERK EGF block: inconclusive

Results for O=C(Cn1cc(C(=O)C(F)(F)F)c2ccccc21)NCc1ccco1 ?
ERK EGF block: -9%

Results for CC(NC(=O)Nc1ccc(Br)cc1)C(C)(C)C (configuration not stated) ?
ERK EGF block: -6%

How did Cc1ccc(S(=O)(=O)N2CCC(n3nnc4cc(C)ccc43)CC2)cc1 do in these assays?
ERK EGF block: -13%

Results for COCCCNC(=O)c1ccc(-c2csc(C)n2)cc1 ?
ERK EGF block: 5%

How did O=C(NNC(=O)c1ccc(Oc2cc(Cl)cc(Cl)c2)o1)c1ccccc1 do in these assays?
ERK EGF block: -12%[57.5 µM]

Results for O=C(CCc1nnc(CCCc2ccccc2)o1)NCCc1ccco1 ?
ERK EGF block: 6%

What do the screens show for `O=C(N/N=C/c1cc([N+](=O)[O-])cc([N+](=O)[O-])c1O)/C(=C\c1cccs1)NC(=O)c1ccccc1`?
ERK EGF block: 0%

How did COc1ccc(NC(=O)COc2ccc(/C=N/NC(=O)c3cccnc3)cc2OC)cc1 do in these assays?
ERK EGF block: 0%

How did COCCn1c(SCC(=O)NNC(=O)c2ccc(OC)c(OC)c2)nc2ccccc2c1=O do in these assays?
ERK EGF block: -1%

How did CCc1nnc(NC(=O)COc2ccccc2[N+](=O)[O-])s1 do in these assays?
ERK EGF block: -7%[57.5 µM]

What do the screens show for `C(=C\c1ccccc1)/C=N/Nc1nncc(-c2ccccc2)n1`?
ERK EGF block: -2%

How did COc1ccc(/C=N/NC(=O)COc2cccc3cccnc23)cc1OC do in these assays?
ERK EGF block: 10%

Results for COc1ccc(OCC(=O)Nc2ccc(S(=O)(=O)N3CCN(C)CC3)cc2)cc1 ?
ERK EGF block: 1%

Results for O=C(CSc1nnc(-c2ccncc2)n1-c1ccc(Cl)cc1)Nc1ccc(C(=O)O)cc1 ?
ERK EGF block: 4%

By substructure: the entries above containing a COOH group (2)
What do the screens show for `CC(=O)/C=C1/SC(CC(=O)O)C(=O)N1c1ccccc1` (configuration not stated)?
ERK EGF block: 9%

Results for O=C(CSc1nnc(-c2ccncc2)n1-c1ccc(Cl)cc1)Nc1ccc(C(=O)O)cc1 ?
ERK EGF block: 4%

Further records.
How did Cc1ccc(Sc2cc(C)nc(-c3ccccn3)n2)cc1 do in these assays?
ERK EGF block: -6%[57.5 µM]

What do the screens show for `COc1ccc(NC(=S)N(CCCN2CCCCC2)Cc2cccs2)cc1`?
ERK EGF block: 6%

What do the screens show for `Cn1c(=O)n(Cc2ccccc2Br)c2ccccc21`?
ERK EGF block: -3%

How did CCOCCCn1c(SCC(=O)Nc2cc(C(C)(C)C)nn2-c2ccccc2)nc2ccccc2c1=O do in these assays?
ERK EGF block: -8%

What do the screens show for `Cc1ccc(S(=O)(=O)Nc2nc3cc(C)c(C)cc3[nH]2)cc1`?
ERK EGF block: -1%

How did Oc1ccc(CCC2CCCCN2Cc2nc(C3CC3)no2)cc1 (configuration not stated) do in these assays?
ERK EGF block: -5%

Results for Cc1ccc(C(=O)NCC(=O)OC(C)C(=O)Nc2ccc(N3CCOCC3)cc2)s1 (configuration not stated) ?
ERK EGF block: -2%[57.5 µM]

Results for Cc1ccc(C(=O)NC(=S)NCc2cccnc2)c(C)c1 ?
ERK EGF block: -6%[57.5 µM]

What do the screens show for `O=C(N/N=C/c1ccc[nH]1)c1cc(-c2ccc(Cl)cc2)nc2ccccc12`?
ERK EGF block: inconclusive

How did Cc1cc(C)c(C#N)c(SCC(=O)Nc2ccccc2C)n1 do in these assays?
ERK EGF block: -8%

How did Cc1ccc(CN2CCN(/N=C/c3cc(Br)cc(Br)c3O)CC2)c(C)c1 do in these assays?
ERK EGF block: 7%

What do the screens show for `CCCS(=O)(=O)N1CCN(CCN2C(=O)c3cccc4cccc(c34)C2=O)CC1`?
ERK EGF block: 3%

Results for O=C(CSc1ncn[nH]1)N1c2ccccc2Sc2ccccc21 ?
ERK EGF block: 4%[57.5 µM]

How did O=CC1=C(N2CCOCC2)/C(=C/c2ccc(Cl)cc2)CC1 do in these assays?
ERK EGF block: inconclusive

How did CCC(=O)NC(=S)Nc1ccc(NC(=O)CC)cc1 do in these assays?
ERK EGF block: -3%

Results for CN(C)CC(C)(C)CNC(=O)c1cc(Br)cc(Br)c1O ?
ERK EGF block: -5%

Results for CCc1nnc(NC(=O)C=C(C)C)s1 ?
ERK EGF block: -9%

Results for O=C(COC(=O)C1CC(=O)N(Cc2ccccc2)C1)c1ccc(F)cc1 (configuration not stated) ?
ERK EGF block: -3%

What do the screens show for `c1cnc2ccc3ncccc3c2c1`?
ERK EGF block: 2%[57.5 µM]

What do the screens show for `CCCCn1cnc2c(=S)nc(N)[nH]c21`?
ERK EGF block: -5%[57.5 µM]

What do the screens show for `COc1cccc(CN2CCN(Cc3cccc4c3OCO4)CC2CCO)c1` (configuration not stated)?
ERK EGF block: -6%

What do the screens show for `COc1cc(C(=O)Nc2ccc3oc(-c4cccnc4)nc3c2)cc(OC)c1OC`?
ERK EGF block: 1%

What do the screens show for `CSC1=N/C(=C\c2c(F)cccc2Cl)C(=O)S1`?
ERK EGF block: 4%

What do the screens show for `COc1ccc(-c2c(-c3ccc(O)cc3O)n[nH]c2C(F)(F)F)cc1`?
ERK EGF block: 3%[57.5 µM]

How did O=C(CN1CCOCC1)N/N=C/c1ccc(-c2cccc(Cl)c2Cl)o1 do in these assays?
ERK EGF block: -4%[57.5 µM]

Results for COc1ccc(S(=O)(=O)N2CCN(c3ccccc3)CC2)cc1 ?
ERK EGF block: 2%

What do the screens show for `Cn1c(=O)cc(SCC(=O)NCCC2=CCCCC2)c2ccccc21`?
ERK EGF block: -2%

Results for O=C(Nc1ccccc1Cl)NC1(C(=O)N2CCCC2)CCCCC1 ?
ERK EGF block: -2%

Results for O=C(/C=C/c1ccco1)OCc1nnc(-c2ccccc2)o1 ?
ERK EGF block: 3%

Results for O=C(CNS(=O)(=O)c1cccs1)NCc1ccccc1 ?
ERK EGF block: 0%

The list goes on, starting with the last 3 of the part before.
Results for O=C(Nc1ccccc1Cl)NC1(C(=O)N2CCCC2)CCCCC1 ?
ERK EGF block: -2%

Results for O=C(/C=C/c1ccco1)OCc1nnc(-c2ccccc2)o1 ?
ERK EGF block: 3%

Results for O=C(CNS(=O)(=O)c1cccs1)NCc1ccccc1 ?
ERK EGF block: 0%

How did CCCS(=O)(=O)c1c(S(=O)(=O)CCC)c2c(N)cccn2c1C(=O)c1ccc(Br)cc1 do in these assays?
ERK EGF block: -9%

Results for Cc1ccc2[nH]c(O)c(N=NC(=O)CCc3ccccc3)c2c1Br ?
ERK EGF block: -1%

Results for CC(=O)N(CCCCl)C(C#N)c1ccccc1 (configuration not stated) ?
ERK EGF block: 10%

How did Cn1nnc2cc(C(=O)Nc3ccccc3)ccc21 do in these assays?
ERK EGF block: -5%

What do the screens show for `COc1ccc(-c2cc(C(F)(F)F)n3ncc(C(=O)Nc4c(C)n(C)n(-c5ccccc5)c4=O)c3n2)cc1`?
ERK EGF block: -5%
